Source: PubChem BioAssay (National Center for Advancing Translational Sciences (NCATS))
12-LOX inh: Primary qHTS assay for inhibitors of human arachidonate 12S-lipoxygenase (ALOX12): Round 2. 580,000 tested, 1.1% active. AID 1671190, 2021. Polyunsaturated fatty acid lipoxygenase ALOX12 (Homo sapiens), P18054. Potency, µM (titrated, usually from 108 µM), for inactives: top-dose activity change, negative = inhibition, actives largely listed as inhibitors. purified 12hLO, xylenol orange hydroperoxide absorbance; active = well fitted inhibition curve with a large enough effect; inconclusive = small, poorly fitted or top-dose-only effect, or another doubt; inactive = no such curve, though single readings can be large or run the other way; note: potency is the fitted concentration of half-maximal effect
Target sequence (P18054 whole entry, looked up): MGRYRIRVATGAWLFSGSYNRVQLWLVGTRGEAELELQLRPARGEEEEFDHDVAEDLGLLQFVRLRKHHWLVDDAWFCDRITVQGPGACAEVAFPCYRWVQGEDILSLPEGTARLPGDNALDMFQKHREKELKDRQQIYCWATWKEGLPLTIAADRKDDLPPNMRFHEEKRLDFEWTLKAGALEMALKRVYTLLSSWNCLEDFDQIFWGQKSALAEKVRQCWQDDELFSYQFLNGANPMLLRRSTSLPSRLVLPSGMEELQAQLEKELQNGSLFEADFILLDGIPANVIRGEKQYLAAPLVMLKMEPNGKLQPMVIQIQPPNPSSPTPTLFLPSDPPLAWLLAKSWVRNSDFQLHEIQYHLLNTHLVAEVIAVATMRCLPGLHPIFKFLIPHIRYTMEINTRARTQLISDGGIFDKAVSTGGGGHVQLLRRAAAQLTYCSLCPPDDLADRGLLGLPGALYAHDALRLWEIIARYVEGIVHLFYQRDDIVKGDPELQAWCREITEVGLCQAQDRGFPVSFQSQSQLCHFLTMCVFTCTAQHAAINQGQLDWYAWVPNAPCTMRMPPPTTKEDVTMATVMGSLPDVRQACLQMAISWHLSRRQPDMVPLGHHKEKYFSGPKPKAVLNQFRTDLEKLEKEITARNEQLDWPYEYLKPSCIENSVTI
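Purified human 12hLO at 150 nM in 25 mM Hepes, 0.01% Triton X-100, pH 7.0, preincubated 15 min at room temperature with compound. Reaction started with 40 uM arachidonic acid, 30 min at room temperature. Hydroperoxide measured by Fe-xylenol orange, 573/405 nm absorbance ratio.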
LDHA inh: qHTS assay for inhibitors of human lactate dehydrogenase. L-lactate dehydrogenase A chain (Homo sapiens), P00338. purified LDHA, NADH/diaphorase-resazurin fluorescence; hits give low values. activity change, % (values are at about 110 or 230 µM). 480,000 tested, 0.15% active. AID 1347041, 2019; in the data active = activity change below about -30%; inconclusive = mostly about -25% to -30%;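 note: plate controls were DMSO wells for no effect and wells without enzyme for full effect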
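Human LDH5 (2 nM) was incubated with 0.06 mM NADH and 0.2 mM pyruvate for 5 min at room temperature in Tris pH 7.4. Remaining NADH was coupled through diaphorase/resazurin, and resorufin fluorescence was read at 0 and 20 min.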
An asterisk follows results filed as active; ? = inconclusive; & = joins results of further samples; [ ] = remark or other dose. Unless noted, % is set by controls: 0 for no effect and ±100 for the full control effect. This is a subset; rates above refer to the full screens.

The first 26 compounds as a preview:
SMILES | 12-LOX inh | LDHA inh
CC(=O)Nc1ccc(OCCCN2CCC(C(O)(c3ccccc3)c3ccccc3)CC2)cc1 | -27% | -4
O=C(CCc1ncc(-c2ccccc2)o1)Nc1ccccc1Cl | -9% | 0
O=C(CSc1nnc2c(Cl)cc(C(F)(F)F)cn12)c1ccc(Br)cc1 | 0% | 2
COc1ccc(CC(=O)n2nc(C)c(S(=O)(=O)N3CCc4ccccc4C3)c2C)cc1 | ? | 0
CC(C)NC(=O)C1C(c2ccccc2)=Nc2ccccc2N1C(=O)c1cc(Cl)cc(Cl)c1 (stereo unspecified) | -14% | 1
COc1cccc(Nc2nc3ccccc3nc2NS(=O)(=O)c2cc(C)ccc2C)c1 | -9% | 15
CCCC#CC(C)(O)CNC(Cc1ccccc1)C(=O)O (stereo unspecified) | -12% | 2
N#CC1=C(N)OC2=C(C(=O)CC(c3ccccc3)C2)C1c1ccccc1F (stereo unspecified) | -92% | 14
COc1cc(NS(=O)(=O)c2ccc(-c3cnc(C4CC4)o3)cc2)cc(OC)c1 | ? | 2
Cc1ccc(/C(COc2ccc3c(C)c(Cc4ccccc4)c(=O)oc3c2)=N/O)cc1 | 7%&10% | 2&7
Cc1cccc(-c2cc(Nc3cccc(C(=O)Nc4cccc(F)c4)c3)ncn2)c1 | -2% | -3
Cn1c(COc2cc(Cl)ccc2Cl)n[nH]c1=S | 50µM* | 17
Cc1cc(C)cc(C(=O)N2CCN(C(=O)c3cccc4cccnc34)CC2)c1 | 27% | -4
COc1ccccc1NC1(c2nnnn2-c2c(C)cccc2C)CCCC1 | -10% | -16
COc1ccc(Cc2c(-c3ccc(F)cc3)nc3cc(C)c(Br)c(C)n23)c(C)c1 | 0% | 0
O=C(CCn1c(=O)oc2cc(Cl)ccc21)Nc1ccc(-c2nnc3n2CCCCC3)cc1 | -50% | 7
Cc1ccccc1Cn1c(=O)n(CCC(=O)NCCc2ccc(Cl)cc2)c(=O)c2sccc21 | ? | 1
O=C(Cc1c[nH]c2ccccc12)NCc1cn2ccccc2n1 | -13% | 12
O=C(CCn1nc(-c2ccc(Cl)cc2)c2ccccc2c1=O)Nc1ccc(Cl)cc1 | -20% | -5
CN(CC(=O)NC(C)(C)C)C(=O)c1cc2cc(Br)ccc2[nH]1 | ? | 4
CNC(=O)NC(=O)CSc1nnc(-c2ccccc2Cl)n1-c1cccc(C(F)(F)F)c1 | -8% | 1
N#Cc1c(NC(=O)CSc2ccccn2)sc2c1CCCCC2 | ? | 10
COc1ccc(CCN2C(=O)CN(C3CCCCCC3)C(=O)C2c2ccccc2F)cc1OC (stereo unspecified) | ? | 0
CCCCc1ccc(NC(=O)Cn2cc(C#N)c3ccccc32)cc1 | ? | -18
CC(=O)c1cccc(NC(=O)CCc2nc(CSc3nc4ccccc4o3)no2)c1 | 11% | 2
O=C(N/N=C/c1cc(Cl)ccc1OCCCOc1ccccc1Cl)c1ccccc1 | -2% | -7

The listing (from the top)
SMILES | 12-LOX inh | LDHA inh
CC(=O)Nc1ccc(OCCCN2CCC(C(O)(c3ccccc3)c3ccccc3)CC2)cc1 | -27% | -4
O=C(CCc1ncc(-c2ccccc2)o1)Nc1ccccc1Cl | -9% | 0
O=C(CSc1nnc2c(Cl)cc(C(F)(F)F)cn12)c1ccc(Br)cc1 | 0% | 2
COc1ccc(CC(=O)n2nc(C)c(S(=O)(=O)N3CCc4ccccc4C3)c2C)cc1 | ? | 0
CC(C)NC(=O)C1C(c2ccccc2)=Nc2ccccc2N1C(=O)c1cc(Cl)cc(Cl)c1 (stereo unspecified) | -14% | 1
COc1cccc(Nc2nc3ccccc3nc2NS(=O)(=O)c2cc(C)ccc2C)c1 | -9% | 15
CCCC#CC(C)(O)CNC(Cc1ccccc1)C(=O)O (stereo unspecified) | -12% | 2
N#CC1=C(N)OC2=C(C(=O)CC(c3ccccc3)C2)C1c1ccccc1F (stereo unspecified) | -92% | 14
COc1cc(NS(=O)(=O)c2ccc(-c3cnc(C4CC4)o3)cc2)cc(OC)c1 | ? | 2
Cc1ccc(/C(COc2ccc3c(C)c(Cc4ccccc4)c(=O)oc3c2)=N/O)cc1 | 7%&10% | 2&7
Cc1cccc(-c2cc(Nc3cccc(C(=O)Nc4cccc(F)c4)c3)ncn2)c1 | -2% | -3
Cn1c(COc2cc(Cl)ccc2Cl)n[nH]c1=S | 50µM* | 17
Cc1cc(C)cc(C(=O)N2CCN(C(=O)c3cccc4cccnc34)CC2)c1 | 27% | -4
COc1ccccc1NC1(c2nnnn2-c2c(C)cccc2C)CCCC1 | -10% | -16
COc1ccc(Cc2c(-c3ccc(F)cc3)nc3cc(C)c(Br)c(C)n23)c(C)c1 | 0% | 0
O=C(CCn1c(=O)oc2cc(Cl)ccc21)Nc1ccc(-c2nnc3n2CCCCC3)cc1 | -50% | 7
Cc1ccccc1Cn1c(=O)n(CCC(=O)NCCc2ccc(Cl)cc2)c(=O)c2sccc21 | ? | 1
O=C(Cc1c[nH]c2ccccc12)NCc1cn2ccccc2n1 | -13% | 12
O=C(CCn1nc(-c2ccc(Cl)cc2)c2ccccc2c1=O)Nc1ccc(Cl)cc1 | -20% | -5
CN(CC(=O)NC(C)(C)C)C(=O)c1cc2cc(Br)ccc2[nH]1 | ? | 4
CNC(=O)NC(=O)CSc1nnc(-c2ccccc2Cl)n1-c1cccc(C(F)(F)F)c1 | -8% | 1
N#Cc1c(NC(=O)CSc2ccccn2)sc2c1CCCCC2 | ? | 10
COc1ccc(CCN2C(=O)CN(C3CCCCCC3)C(=O)C2c2ccccc2F)cc1OC (stereo unspecified) | ? | 0
CCCCc1ccc(NC(=O)Cn2cc(C#N)c3ccccc32)cc1 | ? | -18
CC(=O)c1cccc(NC(=O)CCc2nc(CSc3nc4ccccc4o3)no2)c1 | 11% | 2
O=C(N/N=C/c1cc(Cl)ccc1OCCCOc1ccccc1Cl)c1ccccc1 | -2% | -7
O=C(CSc1ncnc2sc3c(c12)CCC3)N1CCCc2ccccc21 | -6% | 5
Cc1cc(C)cc(NC(=S)NCCC(c2ccccc2)c2ccccc2)c1 | -9% | 7
Cc1ccc(NC(=O)Cn2c(C)nc3c(sc4ccccc43)c2=O)cc1F | -23% | -1
O=S(=O)(NCc1ccccc1Cn1cccn1)c1ccccc1C(F)(F)F | 4% | 0
CC(=O)c1cccc(NC(=O)c2ccc3c(=O)n(-c4ccccc4F)cnc3c2)c1 | -2% | -2
CCOC(=O)Cc1cc(I)c(CC(=O)OCC)cc1I | 44%[activator] | -1
CCn1c(SCC(=O)c2ccc(C#N)cc2)nnc1-c1ccc(F)cc1 | -13% | -2
O=C(Cc1n[nH]c(=O)c2ccccc12)NCC(=O)N1CCN(c2ccccc2)CC1 | 11µM* | -1
CCCC(NC(=O)c1ccnc(Cl)c1)c1ccccc1 (stereo unspecified) | -6% | -1
CN(Cc1ccccc1)c1nc2c(c(=O)n(C)c(=O)n2C)n1Cc1ccc(F)cc1 | 2% | -2
C=CCn1c(-c2ccc(SC)cc2)c(-c2ccccc2)sc1=Nc1ccc(C)cc1 | 5% | 7
COC(=O)c1ccc(CCNC(=O)c2cccc(C#N)c2)cc1 | -55% | 9
Cc1ccc(-c2nc(N)sc2CC(=O)OCC(=O)Nc2ccc(C)c(C)c2)cc1 | ? | 0
COc1cc(C(C)N)ccc1OCCC(C)C (stereo unspecified) | -1% | -23
CCC1CSC(Nc2ccc(C)cc2C)=N1 (stereo unspecified) | -15% | -3
Oc1ccc(CNCc2ccco2)cc1 | -12% | 9
O=C(O)CCN1CCNCC1 | ? | 0
CCC(C)C(=O)N1CCc2sccc2C1CC (stereo unspecified) | 14% | 3
CCOc1ccc(NC(=O)C(=O)c2c(C)n(C)c3ccccc23)cc1 | -2% | -1
Cc1cnc(NC(=O)C(C)(C)Oc2cc(Cl)ccc2Cl)s1 | 37%[activator] | -8
COC(=O)CNC(=O)c1cccc(C)c1 | 0% | 0
COc1ccc(NC(=O)N(Cc2nnc3n2CCCCC3)c2ccc(C)cc2C)cc1 | 9% | 7
CC(C)C(NC(=O)c1ccccc1F)C(=O)NCc1cnn(-c2ccccc2)c1 (stereo unspecified) | ? | 3
CCN(CC)S(=O)(=O)NCCNS(=O)(=O)N(CC)CC | 24% | -3
COC(=O)c1cccc(CNC(=O)c2ccccc2C(=O)O)c1 | -23% | 1
Cc1cc2c(cc1C)CSC(c1cc(Br)ccc1O)SC2 | ? | -1
COC(=O)c1ccc2nc(-c3cccc(Cl)c3)c(CC3CCCCC3)n2c1 | ? | 7
Cn1c(SCc2csc(-c3ccsc3)n2)nnc1C1CC1 | ? | 5
Cc1nn(C(C)C)c(C)c1N | ? | -4
COc1ccc(C(CNC(=O)c2cc(-c3cccs3)on2)N2CCOCC2)cc1 (stereo unspecified) | 1% | -2
O=C(OCc1ccccc1Cl)c1cccc(O)c1 | ? | 0
COc1ccc2c(-c3cc4cc(Cl)ccc4o3)cc(=O)oc2c1 | ? | -5
CC12CC3CC(C)(C1)CC(NCc1ccccc1OCc1ccc(Cl)cc1Cl)(C3)C2 | ? | 5
N#Cc1ccc(S(=O)(=O)Nc2c(NCC3CCCCC3)c3ccccc3oc2=O)cc1 | -28% | -2

Other results follow.
SMILES | 12-LOX inh | LDHA inh
CC(=O)NCCNC(=O)CCc1ncc(-c2ccc(F)cc2F)o1 | -1% | -1
CCCCNC(=O)c1nc(-c2cc3ccccc3[nH]2)oc1-c1cccc(C(F)(F)F)c1 | -1% | -3
COc1ccc2c(C)c(CCC(=O)Nc3cccc(C(C)=O)c3)c(=O)oc2c1C | -10% | 3
O=c1c(-c2ccccc2)coc2cc(OCc3cccc4ccccc34)ccc12 | -1% | 4
Cc1ccc(SCC(=O)NC2(C#N)CCCCCC2)nc1 | -22% | 1
Cc1ccccc1CN1C(=O)CN(S(C)(=O)=O)CC1(C)C(=O)NCc1ccccc1 (stereo unspecified) | 1% | 0
Cc1c(Cl)cccc1NC(=O)CSc1ncnc2ccccc12 | 6% | 2
COc1ccc(Cl)cc1N1CC(c2nc3ccccc3n2C(C)C)CC1=O (stereo unspecified) | 10% | -8
CCCCN(C)C(=O)C1CCN(C(=O)c2ccc(Br)cc2)CC1 | 7% | -2
CC(C)c1cc(C(=O)Nc2ccc(C(=O)N(C)C)cc2)c2ccccc2n1 | 65%[activator] | 1
Cc1ccc(I)c(C)c1[N+](=O)[O-] | 4% | 10
Cc1ccc(C(CNC(=O)c2cc(-c3ccc4c(c3)CCCC4)on2)N2CCN(C)CC2)o1 (stereo unspecified) | ? | 16
c1ccc(COc2ccc(CNc3ccc(Oc4ccccc4)cc3)cc2)cc1 | 2% | 9
Cn1nc(C(=O)Nc2ncc(Cc3cccc(C(F)(F)F)c3)s2)c2ccccc2c1=O | 13% | 1
Oc1ccc(Cl)cc1C=NCc1ccccc1F | ? | 2
O=C(CNc1ccccc1SC(F)F)N1CCNC1=O | ? | -12
CCOc1cc(C=O)ccc1OC(=O)c1cccc2ccccc12 | 7% | 1
Nc1nc(Nc2ccc(F)c(Cl)c2)sc1C(=O)c1ccccc1 | -7% | 7
COC(=O)c1ccc(C(=O)O)cc1 | -25% | -5
CCCCCCC1COC(c2ccc(Br)cc2)OC1 (stereo unspecified) | ? | -6
Cc1c(C(=O)N2CCC(C(=O)Nc3ccc4c(c3)OCO4)CC2)oc2ccccc12 | 16% | 13
O=C(NCCSC1CCCC1)c1ccsc1 | -7% | 14
CC(C)C(NC(=O)c1nn(C)c(=O)c2ccccc12)c1ccccc1 (stereo unspecified) | -30% | 2
O=Cc1cccn1-c1ccccc1Br | -12% | -1
N#Cc1ccc(C(=O)NC2CCCN(Cc3ccccc3)C2)cc1 (stereo unspecified) | 4% | -1
CCCC(=O)N1CCN(c2ccc(NC(=O)C3(c4ccccc4)CCCC3)cc2)CC1 | 2% | -2
Cc1ccc(CC(=O)NCc2ccnc(Oc3ccccc3)c2)cc1 | -7% | 7
COC(=O)c1ccc(COC(=O)/C=C/c2cccs2)o1 | ? | 5
COc1ccc(NC(=O)CC2Nc3cc(C)c(C)cc3NC2=O)c(OC)c1 (stereo unspecified) | -1% | -17
CCc1cccc(NC(=O)c2cccc(S(=O)(=O)N3CCOCC3)c2)c1 | 5% | 11
CN(Cc1ccccc1)S(=O)(=O)c1ccc2c(c1)OCCCO2 | 2% | -3
O=C(C1CC=CCC1)N1CCN(Cc2ccccc2)CC1 (stereo unspecified) | 2% | 2

Single records, as listed above. Screens in order: 12-LOX inh, LDHA inh
CCCC(=O)N1CCN(c2ccc(NC(=O)C3(c4ccccc4)CCCC3)cc2)CC1 as listed: 2%, -2
CN(Cc1ccccc1)S(=O)(=O)c1ccc2c(c1)OCCCO2 as listed: 2%, -3
